# Screens: PubChem, National Center for Advancing Translational Sciences (NCATS)
# TCR activator: activators of T cell receptors; 330,000 tested, under 10 active; AID 504894; Potency, µM (doses to about 9.22 µM), for inactives: at the highest dose activation of IL-2 secretion, hits mostly activators; primary human leukocytes, anti-CD3, IL-2 HTRF, 48 h; note: % of control where 0% means no effect
#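 Using a-CD3 beads without co-stimulation, primary human leukocytes were exposed to compounds for 48 hr. An HTRF IL-2 kit measured the cytokine, with europium-to-d2 energy transfer producing emission at 665nm upon 320nm excitation.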
# CXXC DNA block: inhibitors of human MLL CXXC domain-DNA interaction. 290,000 tested, 0.037% active. MLL-CXXC / FITC-HOXA9 DNA fluorescence polarization. Q03164. AID 2662. Potency, µM (series often up to 115 µM), for inactives: at the top dose activity change, negative = inhibition, usual class: inhibitors; active = well fitted inhibition curve with a large enough effect in the polarisation, with a control signal flat, not every such curve was filed as active; inconclusive = small, poorly fitted or top-dose-only effect, or effect the other way, or a change in a side signal; inactive = no such curve, though single readings can be large or run the other way; the % refers to the polarisation; note: potency is the fitted concentration of half-maximal effect
# Target sequence (Q03164 whole entry, looked up, the tested form may be a part): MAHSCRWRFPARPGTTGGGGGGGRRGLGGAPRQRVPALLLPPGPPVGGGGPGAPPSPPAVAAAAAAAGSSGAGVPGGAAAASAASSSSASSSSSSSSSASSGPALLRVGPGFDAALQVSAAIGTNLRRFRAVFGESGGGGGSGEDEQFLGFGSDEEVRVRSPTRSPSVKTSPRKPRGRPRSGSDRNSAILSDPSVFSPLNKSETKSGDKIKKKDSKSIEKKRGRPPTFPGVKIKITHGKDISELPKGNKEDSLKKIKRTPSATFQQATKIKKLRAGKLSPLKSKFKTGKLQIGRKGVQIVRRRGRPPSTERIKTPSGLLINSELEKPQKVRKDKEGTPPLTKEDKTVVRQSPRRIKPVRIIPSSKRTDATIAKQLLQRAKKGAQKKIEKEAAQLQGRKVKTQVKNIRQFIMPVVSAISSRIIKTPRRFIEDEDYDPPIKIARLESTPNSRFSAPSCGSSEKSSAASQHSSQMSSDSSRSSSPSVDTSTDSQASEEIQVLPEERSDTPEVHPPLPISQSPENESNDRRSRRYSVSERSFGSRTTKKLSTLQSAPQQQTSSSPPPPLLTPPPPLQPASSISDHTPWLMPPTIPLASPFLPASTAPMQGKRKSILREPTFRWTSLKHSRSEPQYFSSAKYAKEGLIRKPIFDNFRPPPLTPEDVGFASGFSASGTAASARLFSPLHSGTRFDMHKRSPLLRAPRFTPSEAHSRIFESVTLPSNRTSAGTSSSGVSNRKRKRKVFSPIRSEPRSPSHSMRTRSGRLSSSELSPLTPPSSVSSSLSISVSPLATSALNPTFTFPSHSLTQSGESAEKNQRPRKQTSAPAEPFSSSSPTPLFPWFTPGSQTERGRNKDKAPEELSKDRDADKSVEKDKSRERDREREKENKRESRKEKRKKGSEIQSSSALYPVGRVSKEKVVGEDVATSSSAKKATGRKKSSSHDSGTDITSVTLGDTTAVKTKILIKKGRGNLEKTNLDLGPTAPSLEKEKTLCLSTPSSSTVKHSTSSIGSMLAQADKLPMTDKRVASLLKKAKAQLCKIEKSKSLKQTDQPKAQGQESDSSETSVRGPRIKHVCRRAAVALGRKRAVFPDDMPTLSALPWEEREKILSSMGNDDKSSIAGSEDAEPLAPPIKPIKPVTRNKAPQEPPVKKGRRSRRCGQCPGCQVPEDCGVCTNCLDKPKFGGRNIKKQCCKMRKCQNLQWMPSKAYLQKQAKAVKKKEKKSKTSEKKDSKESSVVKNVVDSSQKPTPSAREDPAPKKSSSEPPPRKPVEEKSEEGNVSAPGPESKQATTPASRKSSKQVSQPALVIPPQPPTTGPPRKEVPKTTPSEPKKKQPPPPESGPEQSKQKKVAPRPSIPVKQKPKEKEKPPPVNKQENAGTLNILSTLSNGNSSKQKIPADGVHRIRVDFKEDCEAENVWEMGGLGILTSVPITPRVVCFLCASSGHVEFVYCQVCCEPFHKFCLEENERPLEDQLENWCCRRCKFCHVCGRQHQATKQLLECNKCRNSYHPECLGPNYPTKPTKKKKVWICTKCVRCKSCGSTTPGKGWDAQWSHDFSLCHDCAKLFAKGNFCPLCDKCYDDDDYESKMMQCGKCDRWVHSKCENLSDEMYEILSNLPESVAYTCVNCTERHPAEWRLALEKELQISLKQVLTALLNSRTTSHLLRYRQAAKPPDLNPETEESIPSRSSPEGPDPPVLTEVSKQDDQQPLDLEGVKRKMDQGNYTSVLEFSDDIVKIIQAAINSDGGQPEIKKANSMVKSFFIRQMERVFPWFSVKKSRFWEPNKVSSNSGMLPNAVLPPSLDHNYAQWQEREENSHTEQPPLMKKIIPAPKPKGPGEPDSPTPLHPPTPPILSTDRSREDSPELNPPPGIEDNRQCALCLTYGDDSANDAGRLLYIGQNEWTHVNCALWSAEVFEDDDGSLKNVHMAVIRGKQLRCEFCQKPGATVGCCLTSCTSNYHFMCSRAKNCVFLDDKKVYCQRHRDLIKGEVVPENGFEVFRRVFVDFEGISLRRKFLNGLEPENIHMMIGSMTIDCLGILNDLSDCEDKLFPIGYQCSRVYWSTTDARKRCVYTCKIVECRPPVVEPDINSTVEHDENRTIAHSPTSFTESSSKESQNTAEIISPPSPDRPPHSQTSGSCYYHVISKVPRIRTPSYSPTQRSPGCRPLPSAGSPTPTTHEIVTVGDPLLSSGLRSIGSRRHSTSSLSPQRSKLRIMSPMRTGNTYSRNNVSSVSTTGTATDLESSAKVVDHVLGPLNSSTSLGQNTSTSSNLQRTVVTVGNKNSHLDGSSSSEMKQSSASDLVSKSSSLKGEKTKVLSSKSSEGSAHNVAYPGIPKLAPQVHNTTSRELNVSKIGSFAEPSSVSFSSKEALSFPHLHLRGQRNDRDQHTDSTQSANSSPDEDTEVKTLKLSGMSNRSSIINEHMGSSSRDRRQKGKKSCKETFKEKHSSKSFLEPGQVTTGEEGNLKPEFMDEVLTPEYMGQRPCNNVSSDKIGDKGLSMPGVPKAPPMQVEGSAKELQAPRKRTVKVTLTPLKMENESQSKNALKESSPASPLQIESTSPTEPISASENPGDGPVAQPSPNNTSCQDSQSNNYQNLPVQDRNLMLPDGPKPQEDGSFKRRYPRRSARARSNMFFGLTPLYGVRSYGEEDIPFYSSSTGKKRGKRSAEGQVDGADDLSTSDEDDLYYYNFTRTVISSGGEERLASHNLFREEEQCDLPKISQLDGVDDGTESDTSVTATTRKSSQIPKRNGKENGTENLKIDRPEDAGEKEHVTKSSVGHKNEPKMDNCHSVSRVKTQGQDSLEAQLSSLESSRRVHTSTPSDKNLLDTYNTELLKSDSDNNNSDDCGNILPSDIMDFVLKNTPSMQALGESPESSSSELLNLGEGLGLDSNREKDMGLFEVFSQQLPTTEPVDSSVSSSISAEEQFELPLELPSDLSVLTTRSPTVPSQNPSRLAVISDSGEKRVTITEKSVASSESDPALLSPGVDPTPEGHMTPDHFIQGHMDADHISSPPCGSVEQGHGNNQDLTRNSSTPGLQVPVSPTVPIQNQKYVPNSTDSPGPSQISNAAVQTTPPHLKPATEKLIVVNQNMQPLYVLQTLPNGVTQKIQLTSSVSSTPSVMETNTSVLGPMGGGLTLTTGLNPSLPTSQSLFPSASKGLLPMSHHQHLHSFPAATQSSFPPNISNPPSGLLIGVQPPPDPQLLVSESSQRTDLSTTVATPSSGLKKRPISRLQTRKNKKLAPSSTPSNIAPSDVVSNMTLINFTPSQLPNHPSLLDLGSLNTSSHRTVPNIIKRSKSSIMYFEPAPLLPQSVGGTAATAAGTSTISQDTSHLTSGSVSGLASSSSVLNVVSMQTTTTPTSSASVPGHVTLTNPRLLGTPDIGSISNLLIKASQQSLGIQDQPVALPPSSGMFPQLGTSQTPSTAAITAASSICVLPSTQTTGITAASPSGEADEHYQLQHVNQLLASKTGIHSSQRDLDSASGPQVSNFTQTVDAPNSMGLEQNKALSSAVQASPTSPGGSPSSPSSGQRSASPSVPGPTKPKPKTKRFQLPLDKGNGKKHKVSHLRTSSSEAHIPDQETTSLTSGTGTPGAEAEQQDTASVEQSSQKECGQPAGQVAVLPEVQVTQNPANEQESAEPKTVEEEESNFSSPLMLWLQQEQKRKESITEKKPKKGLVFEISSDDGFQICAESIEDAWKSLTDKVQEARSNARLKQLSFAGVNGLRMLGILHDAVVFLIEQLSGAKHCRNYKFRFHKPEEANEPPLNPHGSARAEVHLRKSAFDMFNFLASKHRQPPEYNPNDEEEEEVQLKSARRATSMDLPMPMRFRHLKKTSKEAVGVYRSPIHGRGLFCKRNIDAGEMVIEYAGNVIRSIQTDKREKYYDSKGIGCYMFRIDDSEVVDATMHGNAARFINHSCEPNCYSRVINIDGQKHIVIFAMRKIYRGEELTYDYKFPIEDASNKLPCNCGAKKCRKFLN
#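 Purified MLL-CXXC (added from a 7 uM solution) was preincubated 5 min at ambient with pinned compounds in 50 mM Tris-HCl pH 7.5, 50 mM NaCl, 1 mM DTT, 0.05% BSA. Fluorescein-labeled HOX-A9 DNA (50 nM solution) followed, 30 min, then polarization read.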
# KCNH2 WT inh: KCNH2 (human, wildtype) channel inhibition; 340,000 tested, 0.37% active; activity change, % at 1.84 µM; Q12809; U2OS, BacMam KCNH2, thallium flux FluxOr; hits give low values;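 active = maximum activity change below -70%; inconclusive = maximum activity change between -70% and -50%; inactive = maximum activity change above -50%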; note: % is set by controls: 0 for no effect and ±100 for the full control effect
#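 U2OS cells were transduced with wild-type KCNH2 virus (2.03 x 10^8 / mL) for 4 h at room temperature, then cultured overnight at 37 C. Thallium flux was read with FluxOr dye. Rate constants were normalized to DMSO controls.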
# TSHR antagonist: antagonists of human thyroid stimulating hormone receptor; TSHR-expressing cells, TSH-stimulated cAMP HTRF, 2 h; hits give low values; activity change, negative = inhibition, % at 11.5 µM; 330,000 tested, 0.2% active;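 active = activity change below a set negative limit, meaning inhibition stronger than a set level, cut at about -70% in these data; inconclusive = activity change between two set negative limits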; note: % is set by controls: 0 for no effect and ±100 for the full control effect
#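 Competitive HTRF cAMP read-out (cryptate anti-cAMP antibody, cAMP-d2; 30 min, room temperature) in freshly harvested TSHR cells. Compounds added before TSH at EC80 (4nM final), followed by 2 hours' incubation at 37 deg C.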
# Chronic BCR inh: inhibitors of chronic active B-cell receptor signaling. ABC-DLBCL IkBa-CBG/CBR reporter, luminescence ratio, 4 h. Potency, µM (titrated, usually from 46.1 µM), for the others: at the highest dose ratio change, negative = lower green/red ratio, usual class: inhibitors. 340,000 tested, 0.05% active; active = well fitted inhibition curve with a large enough effect in the signal ratio, with a control signal flat, not every such curve was filed as active; inconclusive = small, poorly fitted or top-dose-only effect, or effect the other way, or a change in a side signal; the % refers to the signal ratio;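 note: potency is the fitted concentration of half-maximal effect; plate controls were basal doxycycline-induced cells for no effect and cells given 10 µM MG132 for full effect; MG132 reads +100%, hits lower the ratio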
#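 Concentration-response series (up to 46 uM) were applied to TMD8 dual-reporter cells for 4 h at 37C with doxycycline. Green/red ratio, after filter-overlap correction, defined %Activity; red signal alone was normalised to basal cells and zero luminescence.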
# AT treatment: potential ataxia-telangiectasia treatments restoring KAP-1 phosphorylation; […] A-T fibroblasts, KAP-1 phosphorylation AlphaLISA; neocarzinostatin DNA damage 30 min before lysis; Potency, µM (series often up to 57.5 µM), inactives show top-dose activation, hits mostly activators; 320,000 tested, 0.19% active; AID 485349; note: potency is the fitted concentration of half-maximal effect; % of control where 0% means no effect; nearly all actives have a fitted effect of over 45% in size
#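 ATM-like activity read as KAP-1 phosphorylation via AlphaLISA donor/acceptor antibody pairs after lysis and 6 hr at 25C. Cells were ATM-null patient fibroblasts ([…], hTERT), dosed 60 min, then exposed to the DSB inducer NCS for 30 min.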
# Tb PFK inh: inhibitors of T. brucei phosphofructokinase; AID 485367; 330,000 tested, 0.17% active; Potency, µM (doses to about 57.5 µM), for the others: at the highest dose activity, negative = inhibition, most hits filed as inhibitors; O15648; T. brucei PFK, ADP-Glo luminescence;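 note: potency is the fitted concentration of half-maximal effect; 0% = uninhibited 1x PFK enzyme wells and -100% = no-enzyme wells; nearly all actives have a fitted effect of over 60% in size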
#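 Activity is normalized to no-enzyme wells (full inhibition) and 1.25 nM enzyme wells (no inhibition). Reaction: 0.5 mM F6P, 0.1 mM ATP, 45 min RT, ADP-Glo luminescence; concentration-response curves fitted and classed by quality.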
# GALK inhibitor: blocks human galactokinase activity | Potency, µM (highest dose often 57.5 µM), for inactives: at the highest dose activity change, negative = inhibition, actives largely listed as inhibitors | Purified GALK, Kinase-Glo residual ATP luminescence | P51570 | 270,000 tested, 0.007% active; note: potency is the fitted concentration of half-maximal effect; % is set by controls: 0 for no effect and ±100 for the full control effect
#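 Compounds were pin-transferred into ATP buffer (35 uM final), then GALK plus galactose (5 nM, 100 uM final) was added. After 1 h at room temperature, Kinase-Glo Plus was added and luminescence read after 10 min.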
# Giardia killer: kills Giardia lamblia; AID 540267; activity change, % at 7.66 µM, hits read low; Giardia lamblia trophozoite viability; 340,000 tested, 0.15% active; in the data active = activity change below about -80%; inconclusive = between about -30% and that limit;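 note: parasites exposed to compound for two days anaerobically before the ATP read; % is set by controls: 0 for no effect and ±100 for the full control effect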
#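 Luminescence from cellular ATP indicates surviving trophozoites (100 cells/well) following 48 hrs anaerobic compound treatment at 37 deg C; signal develops 15-30 min at room temperature.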
# Coupling enz: inhibits coupling enzyme system, counter-screen for aldolase hits; coupling enzyme system counterscreen, AmpLite Red fluorescence; activity change, negative = inhibition, % at 58.2 µM, hits read low; 290,000 tested, 0.67% active; in the data active = activity change below about -30%; note: % is set by controls: 0 for no effect and ±100 for the full control effect
#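 Compounds tested against the coupling enzymes alone at 57.5 uM final; readout was AmpLite Red fluorescence (525/598 nm) after 20 min at RT.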
# * hit, by the source's call; ? = inconclusive; . = no result given; & = joins results of further samples; ! = not active in a repeat; [ ] = remark or other dose. Unless noted, calls come from the whole dose curve; as a rule, active = well fitted curve in the direction sought with a large enough effect; inconclusive = small, poorly fitted or top-dose-only effect, or another doubt; inactive = no such curve, though single readings can be large; an effect the other way counts as inactive or inconclusive.
SMILES,TCR activator,CXXC DNA block,KCNH2 WT inh,TSHR antagonist,Chronic BCR inh,AT treatment,Tb PFK inh,GALK inhibitor,Giardia killer,Coupling enz
CN1CN(c2cccc([N+](=O)[O-])c2)CN=C1N[N+](=O)[O-],3%,-9%,.,-2,0%,4%,27µM*,-2%,-2,1
COc1ccc(-n2c(-c3ccccc3)nc3ccccc3c2=O)cc1,-15%,-7%,-10,2,4%,4%,0%,1%,7,4
O=C1/C(=C\c2ccc3c(c2)OCO3)N2CCC1CC2,2%,-11%,-8,-9,-10%,5%,-8%,-1%,7,1
C[C@]12CCC(=O)C=C1CC[C@@H]1[C@@H]2CC[C@@]2(C)[C@H]1CC[C@]2(C)O,-1%,0%,-1,-7,?,.,1%,1%,10,3&3
Cc1cccc2c1-c1sc(C(=O)Nc3ccccc3N3CCN(C)CC3)cc1CO2,-3%,-2%,-17,-2,?,-15%,-10%,.,6,0
O=C1CC(c2ccccc2)CC(O)=C1C=NCCN1CCN(C(=O)Cc2ccccc2)CC1 (configuration not stated),-1%,2%,-4,5,1%,.,-3%,1%,4,6
CCN(CC(=O)Nc1ccc(NC(C)=O)cc1)C(=O)CSC(c1ccccc1)c1ccccc1,-8%,.,0,14,-8%,-1%,4%,.,-8,.
O=c1[nH]c(=S)[nH]c(O)c1N=Nc1ccc2c(c1)OCO2,6%,71%[activator],-4,-21,?,-1%,1%,9%,8,0
O=C(c1cc(F)ccc1F)C1CCCN(CCCc2ccccc2)C1 (configuration not stated),1%,-3%,4,6,5%,1%,-3%,-2%,-8,5
O=C(Nc1ccc(Br)cc1)c1nn(C23CC4CC(CC(C4)C2)C3)cc1Br,5%,4%,1,-10,-17%,0%,2%,5%,-4,0
c1ccc(CNCCc2ccc3c(c2)OCO3)nc1,-1%[46.1 µM],-2%,-11,-8,1%,-1%,0%,0%,-11,0
O=C(c1ccccc1)c1cn(CC(=O)N2CCCc3ccccc32)c2ccccc12,4%,18%,-11,22,12%,.,-2%,4%,-7,0
O=C(CN1CCN(CCO)CC1)Nc1ccc(Cl)cc1C(=O)c1ccccc1,5%[46.1 µM],5%,-23,8,-11%,-3%,-2%,-3%,5,5
COC(=O)C1=C(c2ccccc2OCc2ccccc2)C[C@@H]2CC[C@H]1N2C(=O)NCc1ccc(Cl)cc1,-1%,.,8,4,1%,0%,4%,.,-14,.
CC(C)c1oc(=O)cc2c1[C@@H](O)[C@H]1OC(=O)[C@@]3(C)C[C@@H](O)[C@@H](O)[C@@]2(C)C13 (some centres not stated),-2%,-3%,-17,27,?,11%,-6%,.,6,-2
Cc1nc2ccccc2c(=O)n1-c1ccncc1,-1%,-12%,-2,0,-5%,26%,-2%,.,4,2
CCOC(=O)C1(CCCc2ccccc2)CCN(C2CCCC2)CC1,1%,8%,21,22,7%,3%,0%,0%,?,1
Cc1ccc(-c2cc(NC(=O)c3ccccc3)on2)cc1,-4%,?,-4,-5,-8%,-16%,-3%,-2%,-18,0
COc1ccc(C(=O)C2CCCN(Cc3ccc(C)s3)C2)cc1OC (configuration not stated),-3%,0%,56,-7,?,-3%,-4%,1%,-25,-1
O=C(COc1ccc(Cl)cc1)N(c1ccc(Cl)cc1)C1CN2CCC1CC2 (configuration not stated),-7%,-4%,16,7,?,-11%,2%,3%,9,3
CC(=Nc1ccc2c(c1)CCC2)c1c(O)n(C2CCCCC2)c(=O)[nH]c1=O,5%,-1%,15,-4,0%,-13%,-2%,6%,26,-1
C=CCc1cc(C=C2C(=O)NC(=O)NC2=O)cc(OC)c1OCc1ccc(C(=O)O)cc1,2%,-9%,18,6,12%,-6%,0%,-1%,7,12
Cc1cccc(NC(=O)[C@@H](NC(=O)N2C[C@H]3C[C@@H](C2)c2cccc(=O)n2C3)C(C)C)c1,5%,5%,1,22,-13%,-11%,0%,.,-2,-4
CCC1CO/C(=C(\C(Cl)=C(Cl)Cl)[N+](=O)[O-])N1Cc1ccc(Cl)nc1 (configuration not stated),-1%,-1%,-2,4,?,-12%,-1%,-4%,4,0
N#CC1=C(N)Oc2c(c(=O)oc3ccccc23)C1c1ccncc1 (configuration not stated),-8%,-28%,-15,10,0%,-3%,0%,2%,21,3
Clc1ccc2[nH]c3c(c2c1)CCNC3,1%,-1%,7,7,0%,-1%,?,-1%,-4,0
CC1CCCCN1C(=O)Cn1cc(C=C2C(=O)N(C)C(=O)N(C)C2=O)c2ccccc21 (configuration not stated),0%,-7%,3,0,5%,5%,0%,6%,24,.
CCCCn1c(O)c(C(CC)=NC(C)c2ccccc2)c(=O)[nH]c1=O (configuration not stated),3%,8%,-3,-15,2%,.,-4%,3%,5,0
O=C1NC(=S)NC(=O)C1=Cc1ccc(Br)s1,.,?,-4,29,-3%,-6%,-21%,3%,-9,0
C[C@H]1CCC/C=C/C2C[C@H](O)CC2[C@H](O)/C=C/C(=O)O1 (some centres not stated),3%,0%,-1,-18,?,-13%,-1%,-3%,18,0

# 8 entries out of the list, sorted by heavy-atom count, highest first.
SMILES,TCR activator,CXXC DNA block,KCNH2 WT inh,TSHR antagonist,Chronic BCR inh,AT treatment,Tb PFK inh,GALK inhibitor,Giardia killer,Coupling enz
O=C1CC(c2ccccc2)CC(O)=C1C=NCCN1CCN(C(=O)Cc2ccccc2)CC1 (configuration not stated),-1%,2%,-4,5,1%,.,-3%,1%,4,6
CC1CCCCN1C(=O)Cn1cc(C=C2C(=O)N(C)C(=O)N(C)C2=O)c2ccccc21 (configuration not stated),0%,-7%,3,0,5%,5%,0%,6%,24,.
Cc1cccc2c1-c1sc(C(=O)Nc3ccccc3N3CCN(C)CC3)cc1CO2,-3%,-2%,-17,-2,?,-15%,-10%,.,6,0
COc1ccc(-n2c(-c3ccccc3)nc3ccccc3c2=O)cc1,-15%,-7%,-10,2,4%,4%,0%,1%,7,4
CCC1CO/C(=C(\C(Cl)=C(Cl)Cl)[N+](=O)[O-])N1Cc1ccc(Cl)nc1 (configuration not stated),-1%,-1%,-2,4,?,-12%,-1%,-4%,4,0
CN1CN(c2cccc([N+](=O)[O-])c2)CN=C1N[N+](=O)[O-],3%,-9%,.,-2,0%,4%,27µM*,-2%,-2,1
O=C1/C(=C\c2ccc3c(c2)OCO3)N2CCC1CC2,2%,-11%,-8,-9,-10%,5%,-8%,-1%,7,1
Clc1ccc2[nH]c3c(c2c1)CCNC3,1%,-1%,7,7,0%,-1%,?,-1%,-4,0

# The list goes on:
SMILES,TCR activator,CXXC DNA block,KCNH2 WT inh,TSHR antagonist,Chronic BCR inh,AT treatment,Tb PFK inh,GALK inhibitor,Giardia killer,Coupling enz
CCOP(=O)(OCC)C(NC(=O)c1ccccc1)=C(Cl)Cl,6%[46.1 µM],-3%,-3,10,4%,-3%,-3%,0%,6,6
CN(C)C(CNC(=O)Cc1ccc(Br)cc1)c1ccccc1 (configuration not stated),-1%,-2%,6,5,1%,6%,-9%,1%,28,-1
COc1ccc(C2SCC(=O)Nc3c2c(C)nn3-c2ccccc2)cc1 (configuration not stated),-4%,1%,4,18,?,0%,1%,0%,-8,4
COc1ccc(-n2c(O)c(C(C)=NC3CC3)c(=O)[nH]c2=O)cc1,2%,5%,5,5,1%,-7%,0%,-3%,13,10
COc1ccc(NC(=O)c2cn(CCC#N)nc2-c2cccc(Br)c2)cc1,-6%,-3%,-10,-16,1%,-2%,3%,-1%,34[activator],0
O=C(c1ccc(F)cc1Cl)N1CCC2(CC1)OCCO2,.,-9%,-8,23,?,-4%,-10%,0%,-3,-2
Cn1c(O)c(/C=C2/C=CC=N2)c(=O)[nH]c1=O,-5%,-8%,6,-4,?,-7%,-1%,4%,1,3
CC1CCC(C(C)C)C(OC(=O)Cn2c(-c3ccc(Br)cc3)[n+](C)c3ccccc32)C1 (configuration not stated),-5%&-4%,6%&18%,-104*!,4&3,?,9%&0%,-3%&0%,3%&0%,4&1,0&3
O=c1c2ccccc2nc(-c2ccccc2)n1-c1ccccn1,-3%,-1%,-6,9,2%,-4%[11.5 µM],-9%,4%,-4,6
CN1CCN(c2cn[nH]c(=O)c2Cl)CC1,-2%,-12%,15,-7,?,0%,-1%,1%,-6,2
Cc1nn(CC(=O)N2CCC3(CC2)OCCO3)c(=O)c2cc3ccccc3n12,6%,9%,-3,0,0%,14%,0%,-2%,-14,2
CCOc1ccc(-n2c(-c3cccs3)nc3ccccc3c2=O)cc1,-6%,-17%,12,14,13%,-4%[11.5 µM],-10%,3%,?,-2

# This is a subset; the hit share may differ from the screen's.
